12-LOX inh – blocks human arachidonate 12S-lipoxygenase; purified 12hLO, xylenol orange hydroperoxide absorbance; actives 1.1% (n = 580,000); Potency, µM (highest dose often 108 µM), for the others: at the top dose activity change, negative = inhibition, hits mostly inhibitors; active = well fitted inhibition curve with a large enough effect; inconclusive = small, poorly fitted or top-dose-only effect, or another doubt; inactive = no such curve, though single readings can be large or run the other way
Target sequence (P18054 whole entry, looked up): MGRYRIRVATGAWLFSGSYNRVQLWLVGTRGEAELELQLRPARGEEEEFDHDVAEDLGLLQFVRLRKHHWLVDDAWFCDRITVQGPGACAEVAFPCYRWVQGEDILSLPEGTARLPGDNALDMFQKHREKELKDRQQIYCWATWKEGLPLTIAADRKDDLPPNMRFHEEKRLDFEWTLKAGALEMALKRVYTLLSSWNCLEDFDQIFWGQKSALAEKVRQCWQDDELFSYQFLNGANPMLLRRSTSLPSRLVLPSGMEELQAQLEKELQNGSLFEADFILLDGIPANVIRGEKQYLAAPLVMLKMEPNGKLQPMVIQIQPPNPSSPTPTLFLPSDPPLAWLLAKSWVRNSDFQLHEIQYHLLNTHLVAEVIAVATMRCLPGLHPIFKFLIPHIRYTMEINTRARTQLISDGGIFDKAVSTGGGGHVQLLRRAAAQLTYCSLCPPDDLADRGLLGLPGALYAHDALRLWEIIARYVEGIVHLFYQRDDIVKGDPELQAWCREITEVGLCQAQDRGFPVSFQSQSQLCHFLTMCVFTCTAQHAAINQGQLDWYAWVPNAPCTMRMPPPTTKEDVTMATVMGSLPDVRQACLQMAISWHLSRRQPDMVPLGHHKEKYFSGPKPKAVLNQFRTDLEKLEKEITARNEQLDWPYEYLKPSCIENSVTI
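Hydroperoxide product was detected by ferrous iron/xylenol orange as the 573 to 405 nm absorbance ratio. Arachidonic acid at 40 uM (final) was turned over for 30 min at room temperature by 150 nM human 12hLO, pH 7.0 Hepes buffer, after 15 min compound preincubation.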
An asterisk follows results filed as active; ? = inconclusive; [ ] = another dose, or the depositor's remark. % is scaled to controls: 0 for no effect and ±100 for the full control effect; potency is read from the fitted curve at half-maximal effect.

compound	12-LOX inh
CCc1ccc(OCC(=O)c2ccc3c(c2)N(CCCC(=O)NCC2CCCO2)C(=O)CO3)cc1 (stereo not drawn)	24%
O=C1C=C[C@]23OCC[C@@]2(c2ccccc2)CCCC3=C1	?
COc1ccc(Nc2nc(N3CCOCC3)nc3c2cnn3C)cc1	25%
CN1C(=O)C(c2ccccc2)CC12CCN(C(=O)c1cccc(O)c1)CC2 (stereo not drawn)	0%
O=C(O)CN1C2=C(C(=O)CCC2)C(c2ccc(Cl)cc2)C2=C1CCCC2=O	-11%
CC(C)c1nncn1C1CCN(S(=O)(=O)c2cccc(Br)c2)CC1	4%
Cc1ccc(NC(=O)N2CCC(OC3CCN(S(C)(=O)=O)CC3)CC2)c(C)c1	49%[activator]
COc1ccc(-c2c3c(=O)n(C)c(=O)n(C)c3c3n2C(C)(C)COC3c2cccc(OC)c2)cc1 (stereo not drawn)	?
Cc1cc2c(cc1C)NC(CC(=O)Nc1ccc(C(F)(F)F)cc1)C(=O)N2 (stereo not drawn)	?
O=C(NCC1(N2CCCCC2)CCCCC1)c1ccc(NC(=O)c2cccs2)cc1	?
Cc1c(C(=O)N2CCC3(CC2)CC(C(=O)O)N(C)C3)c[nH]c(=O)c1C#N (stereo not drawn)	5%
COc1ccc(N2C(=O)CN(C3CCCC3)[C@H]3CS(=O)(=O)C[C@H]32)cc1	?
CCOc1cccc(CNC(=O)c2noc(-c3ccc4c(c3)OCO4)n2)c1	5%
O=C(NCc1cccc(C(F)(F)F)c1)N1CCc2sccc2C1	28%
COc1ccc(C(=O)N2C[C@@H]3OCC(=O)N(Cc4ccccc4)[C@@H]3C2)cc1	33%[activator][176 µM]
CC(CO)Nc1nc2c(c(=O)n(Cc3ccccc3Cl)c(=O)n2C)n1C (stereo not drawn)	-2%
COc1cccc(CNS(=O)(=O)c2ccc(-c3ccc(=O)[nH]n3)o2)c1	-2%
O=C(NCCc1ccccc1)N(C1CCOCC1)C1CCN(Cc2ccsc2)CC1	30%
CCOc1ccccc1C1NC(=O)N(CC(=O)Nc2ccccc2C)C2=C1C(=O)OC2 (stereo not drawn)	11%
COc1ccc(-c2ccnc3nc(CC(C)C)nn23)c(F)c1	43%
CN1CCN(C(=O)c2ccc(-c3ccc(N4CCCCC4)nc3)cc2)CC1	23%
CC(C)NC(=O)c1ccc2c(c1)nc1n2CCN(CCc2ccccc2)C1	-6%
COc1ccc(NC(=O)[C@@H]2C[C@@H](c3cccc(C(F)(F)F)c3)N(Cc3cnn(C)c3)C2)cn1	1%
Cc1cc(C(=O)N2CC[C@H](NS(=O)(=O)c3cccs3)C[C@H]2C(=O)N[C@H](Cc2ccccc2)C(N)=O)n(C)n1	-14%
Cc1cc2c(N[C@@H]3CCOC[C@H]3OCc3c(C)noc3C)ncnc2s1	-3%
CC(=O)c1cccc(NC(=O)c2sc3nc(-c4ccc(F)cc4)cn3c2C)c1	-8%
CCc1cc2c(=O)c(-c3nncn3-c3ccccc3)coc2cc1OCC(=O)NCCCC(=O)O	-23%
CCOC(=O)C1C(=O)C=C(c2ccc(C)cc2)CC1c1ccc(Cl)cc1 (stereo not drawn)	-4%
COc1ccc(C2Cn3nnc(-c4nc(-c5cccc(C)c5)no4)c3CO2)cc1 (stereo not drawn)	35%[activator]
CCN(Cc1ccc(C(=O)NCCC(=O)N2CCCC2)cc1)C(C)C	0%
Cc1ccc(NC(=O)CSc2nc3ccncc3[nH]2)cc1F	?
N#Cc1cccc(C(=O)N2CCCCCCNC(=O)CC2)c1	58%[activator]
CCN(CC(=O)NC)S(=O)(=O)N1CCC(C)CC1	38%[activator]
CC(=O)N1CCN(C(=O)C2(Cn3cccn3)CC2)CC(O)C1 (stereo not drawn)	17%
O=C1CO[C@H]2CN(c3nccc(C(F)(F)F)n3)C[C@H]2N1Cc1ccc(F)cc1	32%[activator][176 µM]
O=C(Nc1ncc(-c2ccccc2)c2c1OCC2)c1ccccc1	5%[176 µM]
CNC(=O)N1C[C@@H](Oc2ccccc2)C[C@H]1C(=O)NCCOC	52%[activator]
Cc1ccccc1N=Cc1ccc(N(C)C)cc1	-46%
CNCCO	-3%
CCOc1ccccc1Oc1coc2cc(OC(=O)c3ccccc3)ccc2c1=O	-18%
CCn1ncc(N2CCCC(CC(=O)NCCc3ccccc3)C2)cc1=O (stereo not drawn)	-3%
CC(C)Cc1ccc(CN2CCC3(CC2)Cc2ccccc2CNC3=O)cc1	?
O=C(c1cc(-c2cccs2)nc2ccccc12)N1CCN(CCN2CCCC2)CC1	-52%
Fc1ccc(NC(=S)NCCc2ccccn2)cc1Cl	-13%
COCc1ncc(C)n1C1CCN(C(=O)Cc2cccc(F)c2)CC1	7%
CC(C)NC(=S)NN=C1CCCCCC1	-21%
CCOCCOC1CCN(C(=O)NCc2ccc(C)cc2)CC1	43%[activator]
CC1CCN(Cc2nc(N)c3ccccc3n2)CC1	31%
O=C(c1ccccc1F)N1CCCN(c2cc(-c3ccccc3)[nH]n2)CC1	56%[activator]
Cc1cccc(CN2CCc3ncc(C(=O)NCc4ccccc4)n3CC2)n1	36%[activator][176 µM]
O=C(N(Cc1ccc2cc[nH]c2c1)C1CC1)C12CC3CC(CC(C3)C1)C2	?
Fc1ccc(-c2nnc3sc(Cn4cccn4)nn23)cc1Br	?
O=C1C(n2ccc3ccccc32)c2cccc(F)c2N1Cc1ccc(Cl)nc1 (stereo not drawn)	?
Fc1ccccc1OCc1nc2ccccc2n1C(F)F	8%
CC(C)C(=O)N1Cc2ccccc2OC2(CCN(C(C)C)CC2)C1	9%
CCCCCCCNC(=S)Nc1ccccc1F	?
Cc1ccccc1C(=O)N(C)Cc1ccc(F)cc1	7%[176 µM]
Cc1ccc(CN2CC[C@@H]3CN(S(C)(=O)=O)[C@@H]3C2)c(C)c1	?
COc1ccc(CNS(=O)(=O)c2cc(Cl)ccc2N2CC[C@@H](O)C2)cc1	?
Cn1nc(C(=O)OCC(=O)Nc2ccc(Cl)c(C(F)(F)F)c2)c2ccccc2c1=O	?

An excerpt from above in order of number of heavy atoms, ascending:
compound	12-LOX inh
Fc1ccccc1OCc1nc2ccccc2n1C(F)F	8%
COc1ccc(CNS(=O)(=O)c2cc(Cl)ccc2N2CC[C@@H](O)C2)cc1	?
O=C1C(n2ccc3ccccc32)c2cccc(F)c2N1Cc1ccc(Cl)nc1 (stereo not drawn)	?

(listing goes on)
compound	12-LOX inh
CCOC(=O)c1c(S(=O)(=O)N2CCCC(C(=O)Nc3ccc(F)c(F)c3)C2)c(C)n(C)c1C (stereo not drawn)	-30%
Cc1cc(C)cc(CN2CCOc3ccc(CN4CCC(O)(c5cccnc5)CC4)cc3C2)c1	8%
Cn1cnnc1CC1CCN(C(=O)c2cc(F)ccc2F)CC1	27%
CS(=O)(=O)N1CCN(c2ccc(NCc3ccccc3)nn2)CC1	-4%
O=C(COC(=O)C12CC3CC(CC(Br)(C3)C1)C2)Nc1c(Br)cc([N+](=O)[O-])cc1Br	?
COCCCNc1ncnc2sc3c(c12)CCNC3	172%[activator]
COc1ccccc1CN1Cc2cc(NS(=O)(=O)c3ccc(C)c(F)c3)ccc2OC(C)C1=O (stereo not drawn)	-18%
Cc1cccc(CCNC(=O)c2ccc3c(Cl)c4c(nc3c2)CCCC4)c1	-4%
COc1ccnc(N2CCN(CC3(O)CNCCOC3)CC2)n1 (stereo not drawn)	-20%
N#Cc1ccc(CN2CCCC(c3nc(-c4cnccn4)no3)CCNC(=O)CC2)cc1 (stereo not drawn)	73%[activator]
O=C(COc1ccc(Cl)cc1)Nc1cccc(-c2nnc3n2CCCC3)c1	37%[activator]
CN(Cc1ccccc1)C(=O)c1cccc(-c2cnc3ccccc3c2)c1	-18%

A different layout for some results above.
| 12-LOX inh | Molecule |
| --- | --- |
| -30% | CCOC(=O)c1c(S(=O)(=O)N2CCCC(C(=O)Nc3ccc(F)c(F)c3)C2)c(C)n(C)c1C (stereo not drawn) |
| 8% | Cc1cc(C)cc(CN2CCOc3ccc(CN4CCC(O)(c5cccnc5)CC4)cc3C2)c1 |
| 27% | Cn1cnnc1CC1CCN(C(=O)c2cc(F)ccc2F)CC1 |
| -4% | CS(=O)(=O)N1CCN(c2ccc(NCc3ccccc3)nn2)CC1 |
| ? | O=C(COC(=O)C12CC3CC(CC(Br)(C3)C1)C2)Nc1c(Br)cc([N+](=O)[O-])cc1Br |
| 172%[activator] | COCCCNc1ncnc2sc3c(c12)CCNC3 |
| -18% | COc1ccccc1CN1Cc2cc(NS(=O)(=O)c3ccc(C)c(F)c3)ccc2OC(C)C1=O (stereo not drawn) |

(further entries)
compound	12-LOX inh
OC1CC(c2cc(NCCCn3ccc4ccccc43)ncn2)C1 (stereo not drawn)	18%
COc1cccc(OCc2nc(C(=O)N3CCC4(CC3)CNC(=O)O4)co2)c1	30%
Cc1ccc2nc(C)c(C(=O)NCC(F)(F)F)cc2c1	-38%
CN(C)c1ccc(CN2CCn3nnc(CCC(=O)N4CCCC4)c3C2)cc1	65%[activator]
O=C1NCCCCCCN(S(=O)(=O)c2cccc3cccnc23)[C@H]2CCC[C@@H]12	23%
O=C(/C=C/c1ccc2ccccc2c1)c1ccc(F)cc1F	-44%
O=C(c1nc2ccccc2[nH]1)N1CCNc2cnc(Nc3ccc(-n4ccnc4)cc3)nc2C1	78%[activator]
O=[N+]([O-])c1ccc(N/N=C/c2ccccc2Br)cc1	?
Cc1ccc2c(Cn3cc(S(=O)(=O)N4CCCC4)ccc3=O)cc(=O)oc2c1	?
Cc1ccc(C)c(C(=O)c2cc3ccccc3o2)c1	-2%
Cc1ccc2nc(CSc3ccccc3NS(=O)(=O)c3c(C)noc3C)cc(=O)n2c1	?
CCOc1cc(=O)n2c(c1C(=O)Nc1ccc(F)cc1)CCCC2	37%
O=C(O)CCC(=O)N1N=C(c2ccc(Cl)cc2)CC1c1ccc2nccnc2c1 (stereo not drawn)	7%
O=C1CC2(CCN(Cc3ccccc3)CC2)Oc2ccccc2N1c1ccccc1	62%[activator]
C=C(C)[C@@H]1CCC2=CC(=O)C[C@@H](C)[C@]2(C)C1	2%[176 µM]
CCOC(=O)C1=C(C)NC2=C(C(=O)c3ccccc32)C1c1ccc(OCc2ccccc2)cc1 (stereo not drawn)	-2%
CN(C)C[C@@H]1CN(Cc2ccccn2)C[C@H]1NS(=O)(=O)Cc1ccccc1	133%[activator]
Cc1cccc(OCC(O)CNC23CC4CC(CC(C4)C2)C3)c1 (stereo not drawn)	12%
CCc1ccc(CN2CCCC(CNC(=O)c3cccc(OC)c3OC)C2)o1 (stereo not drawn)	42%
O=C(NCc1ccnc2[nH]ccc12)c1ccccc1F	?
O=C(O)c1cccc(-c2cccc(F)c2)c1	-5%
O=C(CCC1CCCC1)NCC1CN(Cc2ccccc2)CCO1 (stereo not drawn)	-3%
Cn1nc(C(=O)N2C[C@@H](Oc3cccnc3)C[C@H]2C(=O)NC2CC2)c2ccccc21	26%
O=CN1CCN(C(=O)Cn2ccc3ccc(OCc4ccccc4)cc32)CC1	-3%
COc1ccc([C@@H]2CC(=O)c3c(O)cc(O[C@@H]4O[C@H](CO[C@@H]5O[C@@H](C)[C@H](O)[C@@H](O)[C@@H]5O)[C@@H](O)[C@H](O)[C@@H]4O)cc3O2)cc1O	?
COc1cccc(-c2noc(CC3CCN(C(=O)c4ccccc4)CC3)n2)c1	3%
CC(Cl)C(=O)NC1CCCCC1C (stereo not drawn)	10%
O=C([C@@H]1C[C@H](Oc2ccccc2)CN1C(=O)c1n[nH]c2ccccc12)N1CCOCC1	40%[activator]
O=C(OC/C=C/c1ccccc1)C1=NN(C2CCS(=O)(=O)C2)C(=O)CC1 (stereo not drawn)	-19%
CN1CC(=O)N(C2CCNC2)Cc2c1ncnc2N1CCC(N2CCCCC2)CC1 (stereo not drawn)	?
CCCNC(=O)N1CCC(OC2CCN(S(C)(=O)=O)CC2)CC1	5%
Cc1nc(N2CCN(Cc3csc(C)n3)CC2)c2sccc2n1	?
O=C1NC2(CCN(Cc3ccccc3C(F)(F)F)CC2)COc2ccccc21	2%
CCCN(C)C(=O)COc1ccc(NC(=O)C2CC2)cn1	10%
C=CCNC(=O)NC(=O)CN(C)CCCc1ccccc1	-4%
O=C(NCc1nnc2cc(-c3nc(C4CC4)no3)ccn12)C1CCCCC1	-1%
COc1ccc(-c2cc(C(=O)N(Cc3ccc(Cl)cc3)Cc3ccco3)no2)cc1	?
Cc1ccc(C)c(Cn2c(-c3ccc(F)cc3)nc(C)c(CCO)c2=O)c1	-11%
O=C(Cn1nc(C(=O)O)c2ccccc2c1=O)Nc1ccc(Oc2ccccc2)cc1	-16%
CN(C)CCN1CC2(CCCN(C(=O)CCCn3cnnn3)C2)CCC1=O (stereo not drawn)	-5%
CC1=C(C(=O)OC(C)C)C(c2ccccc2)N2C(CC(=O)NCC3CCCO3)=CSC2=N1 (stereo not drawn)	2%
Cc1ccc(C)c(-n2nnc(C(=O)NC3CCS(=O)(=O)C3)c2C)c1 (stereo not drawn)	2%
Cc1cccc(C(=O)N2CCC(Oc3cccnc3)C2)c1 (stereo not drawn)	28%

Assay outcomes: PubChem BioAssay, National Center for Advancing Translational Sciences (NCATS)

An excerpt. The share of hits here may be higher or lower than overall.
